# Compound activity (PubChem BioAssay)
# NPC1 promoter act: qHTS Assay for NPC1 Promoter Activators; Huh7 NPC1 promoter luciferase reporter, 24 h; Potency, µM (highest dose often 9.22 µM), inactives show at the top dose activation, usual class: activators; 320,000 compounds, 2.4% hits; AID 485313, 2010;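 also: potency is read from the fitted curve at half-maximal effect; % of control where 0% means no effect; nearly all actives have a fitted effect of over 60% in size; reporter is driven by a mutant NPC1 promoter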
#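 Huh7 cells stably carrying NPC1 promoter–luciferase, plated in Opti-MEM with 10% FBS for 2 h, were exposed to compound in DMSO for 24 h at 37 °C; luciferase reagent was added for 10 min and luminescence read.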
# p53 reactivator: qHTS assay for re-activators of p53 using a Luc reporter | H1299 p53-A138V BP100-luciferase reporter, luminescence, 24 h | 320,000 compounds, 0.063% hits | AID 504706, 2011 | Potency, µM (top dose mostly 92.2 µM), for the others: top-dose activity change, positive = activation, usual class: activators; also: potency is read from the fitted curve at half-maximal effect; % of control where 0% means no effect; nearly all actives have a fitted effect of over 45% in size
#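 H1299 (p53-null), stable ts p53-A138V + BP100-Luc; 1000 cells/well, Opti-MEM/10% FBS; cpd 4 pt, 1:5; 24 h, 37 deg C, 5% CO2; detection reagent 10 min RT; luminescence.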
# TRPV1 ag: HTS Assay for Compounds that Act as Agonists of the Vanilloid Receptor 1; TRPV1-expressing cells, Fluo-8 calcium influx, agonist mode; activation, % at 8.33 µM; 320,000 compounds, 0.19% hits; in the data active = activation above about 80%; inconclusive = between about 30% and that limit; also: 0% is about no effect
# Target sequence (Q8NER1 whole entry, looked up): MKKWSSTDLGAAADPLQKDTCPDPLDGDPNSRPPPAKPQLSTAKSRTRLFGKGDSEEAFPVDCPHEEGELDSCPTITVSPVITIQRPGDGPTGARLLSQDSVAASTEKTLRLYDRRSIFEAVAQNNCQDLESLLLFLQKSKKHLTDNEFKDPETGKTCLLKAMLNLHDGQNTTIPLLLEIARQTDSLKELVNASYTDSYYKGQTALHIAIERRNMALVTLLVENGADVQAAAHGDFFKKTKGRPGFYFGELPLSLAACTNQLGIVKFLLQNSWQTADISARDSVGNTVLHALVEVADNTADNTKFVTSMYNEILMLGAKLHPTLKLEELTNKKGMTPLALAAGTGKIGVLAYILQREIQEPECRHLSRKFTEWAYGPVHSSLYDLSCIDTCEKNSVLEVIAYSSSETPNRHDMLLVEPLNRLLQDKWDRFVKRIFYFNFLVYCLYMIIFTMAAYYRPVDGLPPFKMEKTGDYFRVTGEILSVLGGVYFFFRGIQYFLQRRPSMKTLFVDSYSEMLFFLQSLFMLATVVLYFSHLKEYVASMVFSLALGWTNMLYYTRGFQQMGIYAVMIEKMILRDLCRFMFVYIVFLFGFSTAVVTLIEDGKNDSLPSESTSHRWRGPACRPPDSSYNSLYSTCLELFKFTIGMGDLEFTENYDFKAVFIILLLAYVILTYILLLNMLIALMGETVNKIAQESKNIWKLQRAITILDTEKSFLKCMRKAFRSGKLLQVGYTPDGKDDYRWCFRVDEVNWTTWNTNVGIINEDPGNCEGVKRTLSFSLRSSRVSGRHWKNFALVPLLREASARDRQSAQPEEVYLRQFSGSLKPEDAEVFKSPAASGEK
#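 Cells expressing TRPV1 were dye-loaded with Fluo-8 and read kinetically: 10 s baseline, 3 min after compound (agonist portion), then 2 min after EC20 capsaicin (allosteric enhancer portion). Calcium-bound dye fluorescence at 480/520 nm.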
# Gal4-VP16 FLuc: VP16 counterscreen qHTS for inhibitors of ROR gamma transcriptional activity; 310,000 compounds, 3.5% hits; Potency, µM (top dose mostly 53.6 µM), without a hit: at the top dose activity, negative = inhibition, most hits filed as inhibitors; Drosophila S2 Gal4-VP16 UAS-luciferase, luminescence, 20 h;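 also: Gal4-VP16 expression switched on by copper sulfate through the metallothionein promoter; potency is read from the fitted curve at half-maximal effect; % is scaled to controls: 0 for no effect and ±100 for the full control effect; nearly all actives have a fitted effect of over 50% in size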
# BRCA1 expr act: qHTS Assay to Identify Small Molecule Activators of BRCA1 Expression; MCF7-BRCA1-FFLuc reporter, luminescence, 48 h; response scale: scaled: vehicle 0%, 10 µM genistein 100%; 380,000 compounds, 1.1% hits; Potency, µM (highest dose often 46.1 µM), inactives show at the highest dose activation, most hits filed as activators; also: potency is read from the fitted curve at half-maximal effect; nearly all actives have a fitted effect of over 80% in size; some results filed as inactive show a strong effect at the top dose
#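 First, MCF7-BRCA1-FFLuc cells (2000/well) attach for 2 h; next, compounds are pin-added and incubated 48 h at 37 °C; finally, luciferase reagent is added and luminescence read after 15 min.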
# RORg inh: qHTS for inhibitors of ROR gamma transcriptional activity. Drosophila S2 Gal4-RORgamma UAS-luciferase reporter, 20 h. Nuclear receptor ROR-gamma (Mus musculus), P51450. 310,000 compounds, 5.4% hits. Potency, µM (series often up to 53.6 µM), for inactives: at the highest dose activity change, negative = inhibition, usual class: inhibitors; also: potency is read from the fitted curve at half-maximal effect; % is scaled to controls: 0 for no effect and ±100 for the full control effect; nearly all actives have a fitted effect of over 60% in size
#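 Luminescence from a UAS-regulated Photinus luciferase reporter in stably transfected Drosophila Schneider cells is measured; decreased signal marks ROR gamma inhibition. Fusion expression is induced by 700 uM copper sulfate for 20 hr.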
# FLuc modulator: qHTS profiling assay for firefly luciferase inhibitor/activator using purifed enzyme and Km concentrations of substrates (counterscreen for miR-21 project); Potency, µM (doses to about 57.5 µM), inactives show at the highest dose activity change, negative = inhibition, hits mostly inhibitors; 360,000 compounds, 6.9% hits; purified FLuc, Km substrates, luminescence inhibition; AID 588342, 2011;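 also: potency is read from the fitted curve at half-maximal effect; plate controls were vehicle for no effect and reference inhibitor for full effect; nearly all actives have a fitted effect of over 55% in size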
#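 Purified P. pyralis luciferase (10nM final) with 10uM D-luciferin and 10uM ATP (Km levels) in 50mM Tris acetate pH 7.5, 10mM Mg acetate, 0.01% Tween-20, 0.05% BSA; qHTS 6-point titration, ~60 µM downward; luminescence read.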
# Rab9 promoter act: qHTS Assay for Rab9 Promoter Activators | Huh7 Rab9 promoter-luciferase reporter, luminescence, 24 h | Potency, µM (titrated, usually from 9.22 µM), without a hit: at the highest dose activation, negative = inhibition, usual class: activators | 320,000 compounds, 2.8% hits | AID 485297, 2010; also: potency is read from the fitted curve at half-maximal effect; % of control where 0% means no effect; nearly all actives have a fitted effect of over 60% in size
#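 Luminescence read-out: Huh7 cells stably expressing Rab9-luciferase, treated 24 h with compound at 37 °C, then lysed with luciferase reagent for 10 min at ambient before reading.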
# ELG1 repair inh: qHTS screen for small molecules that inhibit ELG1-dependent DNA repair in human embryonic kidney (HEK293T) cells expressing luciferase-tagged ELG1; HEK293T ELG1-luciferase reporter, luminescence, 16 h; DNA damage induced by 5-fluorouridine; Potency, µM (series often up to 46.1 µM), for the others: at the top dose activity change, negative = inhibition, most hits filed as inhibitors; 330,000 compounds, 2.3% hits; also: potency is read from the fitted curve at half-maximal effect; % is scaled to controls: 0 for no effect and ±100 for the full control effect; nearly all actives have a fitted effect of over 55% in size
#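 5-Fluorouridine DNA damage + compound/DMSO, 2,000 cells/well, 16 h, 37 °C/5% CO2. ONE-Glo, 30 min RT, luminescence. Readout = decrease in reporter signal.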
# ELG1 genotoxic: qHTS screen for small molecules that induce genotoxicity in human embryonic kidney (HEK293T) cells expressing luciferase-tagged ELG1; 330,000 compounds, 1.3% hits; Potency, µM (titrated, usually from 46 µM), inactives show at the highest dose activity change, positive = activation, most hits filed as activators; HEK293T ELG1-luciferase reporter, luminescence, 16 h; also: potency is read from the fitted curve at half-maximal effect; % of control where 0% means no effect; nearly all actives have a fitted effect of over 60% in size
#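 Genotoxic stress is detected as increased luminescence from luciferase-tagged ELG1 in HEK293T cells, measured with ONE-Glo after a 16 hr treatment at 37 °C.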
# Tb PFK inh: qHTS Assay to Find Inhibitors of T. brucei phosphofructokinase; ATP-dependent 6-phosphofructokinase (Trypanosoma brucei brucei), O15648; T. brucei PFK, ADP-Glo luminescence; Potency, µM (titrated, usually from 57.5 µM), without a hit: at the top dose activity, negative = inhibition, hits mostly inhibitors; 330,000 compounds, 0.17% hits;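 also: potency is read from the fitted curve at half-maximal effect; 0% = uninhibited 1x PFK enzyme wells and -100% = no-enzyme wells; nearly all actives have a fitted effect of over 60% in size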
#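 Activity is normalized to no-enzyme wells (full inhibition) and 1.25 nM enzyme wells (no inhibition). Reaction: 0.5 mM F6P, 0.1 mM ATP, 45 min RT, ADP-Glo luminescence; concentration-response curves fitted and classed by quality.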
# Active calls of the source: *; ? = inconclusive; . = no result given; & = joins results of further samples; [ ] = another dose, or the depositor's remark. Unless noted, calls follow the shape of the dose curve; as a rule, active = well fitted curve in the direction sought with a large enough effect; inconclusive = small, poorly fitted or top-dose-only effect, or another doubt; inactive = no such curve, though single readings can be large; an effect the other way counts as inactive or inconclusive.
SMILES,NPC1 promoter act,p53 reactivator,TRPV1 ag,Gal4-VP16 FLuc,BRCA1 expr act,RORg inh,FLuc modulator,Rab9 promoter act,ELG1 repair inh,ELG1 genotoxic,Tb PFK inh
CCOc1cc(/C=N\NC(=O)c2ccc(NC(=O)C(C)(C)C)cc2)ccc1OC(=O)c1ccc(OC)cc1,6%,0%,0,2%,1%,2%,7%,2%,9%,9%,2%
CC(CN(C)C)CN1c2ccccc2CCc2ccccc21 (centres undefined),-6%[46.1 µM],-5%,0,3%&-2%,-17%,-21%&-13%,1%,-20%[46.1 µM],-9%,-2%,1%
CC1CCN(c2c([N+](=O)[O-])c(=O)oc3ccccc23)CC1,1%,-19%,-2,3%,-4%,-4%,-8%,-3%,0%,1%,5%
O=[N+]([O-])c1ccccc1CNCCCCO,0%,2%,-2,.,-5%,.,-1%,-3%,7%,0%,-8%
Cc1ccc(NC(=O)N[C@@H](CC(C)C)C(=O)O)c(C)c1,-5%,1%,6,-2%,-6%,4%,6%,-2%,0%,-6%,1%
CCc1ccc(S(=O)(=O)Nc2ccc(C)c(NS(C)(=O)=O)c2)cc1,0%,-2%,-4,10%,-1%,14%,-1%,1%,24%,0%,2%
COCCNC(=O)c1n[nH]c2ccccc12,14%,8%,3,10%,66%,13%,-7%,4%,?,11%,-3%
O=C(N/N=C\c1ccc(Br)o1)C1COc2ccccc2O1 (centres undefined),-3%,12%,1,-13%,-1%,-45%,-6%,-1%,9%,0%,?
Cc1cccc(OCCC(=O)Nc2ccc(C)c(S(=O)(=O)N3CCOCC3)c2)c1,.,-11%,.,.,-8%,.,.,.,?,-4%,2%
CCC(Oc1ccccc1)C(=O)OCC(=O)Nc1sccc1C(N)=O (centres undefined),-4%,11%,-1,.,-29%,.,-8%,-7%,-11%,-2%,-1%
Cc1cc(C)nc(N(C#N)Cc2cccc(Cl)c2)n1,-4%,-4%,0,-24%,-26%,7%,-9%,-1%,8%,3%,-1%
c1cn(-c2ccc(-c3ccnc4ncnn34)cc2)cn1,-1%,13%,0,-8%[10 µM],-19%,-23%,0%,-2%,?,?,1%
COc1cccc(NC(=O)C2C3C=CC4(O3)C2C(=O)N(C(C)C)C4C(=O)NC2CCCCC2C)c1 (centres undefined),0%,-13%,-1,9%,16%,-3%,-1%,7%,-1%,-1%,-4%
NC(=O)N=Nc1c2[nH]c3ccccc3nc-2c2ccccc12,-26%,-7%,7,-30%,33%,?,1%,-33%[inhibitor],?,-6%,1%
CCN(CC(=O)NCc1cccs1)S(=O)(=O)c1ccc(F)cc1,1%,-1%,-1,.,-1%,.,9%,-2%,20%,7%,-2%

# Entries shown so far containing an aryl methoxy group:
SMILES,NPC1 promoter act,p53 reactivator,TRPV1 ag,Gal4-VP16 FLuc,BRCA1 expr act,RORg inh,FLuc modulator,Rab9 promoter act,ELG1 repair inh,ELG1 genotoxic,Tb PFK inh
CCOc1cc(/C=N\NC(=O)c2ccc(NC(=O)C(C)(C)C)cc2)ccc1OC(=O)c1ccc(OC)cc1,6%,0%,0,2%,1%,2%,7%,2%,9%,9%,2%
COc1cccc(NC(=O)C2C3C=CC4(O3)C2C(=O)N(C(C)C)C4C(=O)NC2CCCCC2C)c1 (centres undefined),0%,-13%,-1,9%,16%,-3%,-1%,7%,-1%,-1%,-4%

# (list continues)
SMILES,NPC1 promoter act,p53 reactivator,TRPV1 ag,Gal4-VP16 FLuc,BRCA1 expr act,RORg inh,FLuc modulator,Rab9 promoter act,ELG1 repair inh,ELG1 genotoxic,Tb PFK inh
Cc1ccc(C(=O)NCc2cccnc2)o1,2%,-3%,1,2%,4%,-9%,1%,4%,7%,1%,-2%
CN1CC(C(=O)Nc2ccc(F)c(Cl)c2)CC1=O (centres undefined),-3%,3%,-3,-2%,-4%,10%,-1%,2%,9%,1%,-16%
COc1cc(C2C(C#N)=C(N)N(c3cccnc3)C3=C2C(=O)CCC3)ccc1O (centres undefined),-1%,3%,1,1%,13%,-1%,-2%,-1%,9%,0%,0%
Cc1ccc(N2CC(C(=O)NC3CC3)CC2=O)cc1 (centres undefined),1%,-3%,2,-2%,2%,-7%,-2%,-6%,7%,2%,-1%
CCN(C[C@H]1N[C@@](C)(C(=O)OC)[C@H]2C(=O)N(Cc3ccccc3)C(=O)[C@@H]12)C(=O)COC,.,5%,.,.,4%,.,.,.,?,1%,-9%
O=C(CN1CCC(NC(=O)c2ccccc2F)CC1)NCc1ccc(F)cc1,1%,12%,-2,-25%,4%,0%,-2%,-1%,-8%,-8%,1%
Cc1[nH]n(-c2ccccc2)c(=O)c1C=Nc1ccc(S(=O)(=O)N(C)C)cc1,-1%,9%,-2,-5%,-2%,7%,-15%,-3%,-5%,1%,-5%
COc1ccc(C)cc1NC(=O)CN(c1ccccc1)S(C)(=O)=O,-4%,-10%,-5,-1%,2%,11%,3%,10%,0%,0%,-2%
CC1(C)CC(=O)c2sc(NC(=O)c3ccco3)nc2C1,?,?,-2,?,53%,-67%,6µM*,28%,?,21µM*,3%
CCCN(CCC)CCNS(=O)(=O)c1ccc2c(c1)oc(=O)n2C,4%,6%,0,.,3%,?,4%,2%,6%,-5%,0%
CCOc1ccc2oc(C(=O)OCC(=O)NC3CC3)c(C)c2c1,2%,2%,8,10%,8%,11%,2%,2%,3%,-1%,-6%
COc1cc(C(=O)OCC2CC(c3ccccc3)=NO2)cc(OC)c1OC (centres undefined),0%,-7%,10,6%,-19%,6%,-21%,-1%,-22%,1%,0%
CSc1cccc(NC(=O)CCCOc2ccc(Cl)cc2Cl)c1,0%,1%,?,-2%,20%,37%,-7%,-8%,2%,-1%,-3%
O=C(c1c[nH]c(C(=O)C(Cl)(Cl)Cl)c1)c1ccc(F)cc1Cl,-8%,20%,-4,?,24%,?,-13%,2%,-15%,-2%,1%
COc1ccc(C(CNC(=O)c2ccc(C)o2)N2CCOCC2)cc1 (centres undefined),0%,-5%,-1,.,-1%,.,2%,-1%,10%,1%,-3%
O=C1C2C(c3ccccc3)C=CC(c3ccccc3)C2C(=O)N1c1ccccn1 (centres undefined),-1%,-2%,?,13%,15%,15%,6%,0%,0%,0%,3%
CC(C)(C)NC(=O)NC(=O)CN1CCCc2ccccc21,-2%,-1%,4,-17%,-7%,13%,-3%,-2%,3%,-2%,3%
O=C(c1[nH]ncc1-c1ccccc1)C1CO1 (centres undefined),6%,19%,-4,-2%,-40%,23%,0%,-5%,?,17%,-2%
COc1ccccc1NC(=O)C1=C(C)Nc2nc(CCCO)nn2C1c1ccc2c(c1)OCO2 (centres undefined),0%,0%,1,-1%,-13%,27%,11%,-4%,?,-3%,-2%
COc1ccc(S(=O)(=O)N2CCCC2c2cccs2)cc1 (centres undefined),-4%,-2%,2,-12%,0%,30%,3%,-1%,-14%,-10%,-5%
CC(=O)c1c(C)[nH]c(C(=O)CSc2nnc(N)s2)c1C,3%,1%,-7,-11%,30%,8%,-10%,17%,?,3%,-10%

# Shown as tab-separated lines: entries from further up.
canonical_smiles	NPC1 promoter act	p53 reactivator	TRPV1 ag	Gal4-VP16 FLuc	BRCA1 expr act	RORg inh	FLuc modulator	Rab9 promoter act	ELG1 repair inh	ELG1 genotoxic	Tb PFK inh
O=C1C2C(c3ccccc3)C=CC(c3ccccc3)C2C(=O)N1c1ccccn1 (centres undefined)	-1%	-2%	?	13%	15%	15%	6%	0%	0%	0%	3%
CC(C)(C)NC(=O)NC(=O)CN1CCCc2ccccc21	-2%	-1%	4	-17%	-7%	13%	-3%	-2%	3%	-2%	3%
